Source: PubChem (National Center for Advancing Translational Sciences (NCATS))
GoLoco inh red = RGS12 GoLoco-Gai1 interaction inhibition | 230,000 compounds, 0.44% hits | Potency, µM (highest dose often 61.6 µM), inactives show top-dose activity, negative = inhibition, hits mostly inhibitors | P63096 | Gai1:RGS12 GoLoco peptide FP, rhodamine, 10 min; active = well fitted inhibition curve with a large enough effect, not every such curve was filed as active; inactive = no such curve, though single readings can be large or run the other way; note: % is set by controls: 0 for no effect and ±100 for the full control effect; nearly all actives have a fitted effect of over 30% in size; many of its hits are not listed in these tables
Target sequence (P63096 whole entry, looked up): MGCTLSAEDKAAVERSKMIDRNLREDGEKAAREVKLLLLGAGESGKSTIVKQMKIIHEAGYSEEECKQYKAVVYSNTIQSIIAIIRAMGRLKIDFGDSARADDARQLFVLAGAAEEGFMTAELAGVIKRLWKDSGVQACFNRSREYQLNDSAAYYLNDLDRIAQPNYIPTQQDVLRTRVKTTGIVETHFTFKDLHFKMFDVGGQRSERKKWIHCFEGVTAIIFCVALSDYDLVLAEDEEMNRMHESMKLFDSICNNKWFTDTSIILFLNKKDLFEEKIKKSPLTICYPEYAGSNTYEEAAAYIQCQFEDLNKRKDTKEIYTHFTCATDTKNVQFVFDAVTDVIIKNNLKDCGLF
Epigenetic derep = regulators of epigenetic silencing causing reporter derepression in mouse cells; murine LDR cells, GFP reporter derepression, 30 h; Potency, µM (titrated, usually from 53.9 µM), for inactives: at the top dose GFP activation, actives largely listed as activators; 280,000 compounds, 0.2% hits; AID 1865; note: % of control where 0% means no effect; nearly all actives have a fitted effect of over 60% in size
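Murine LDR cells carrying a silenced, genomically integrated CMV-driven GFP reporter were exposed to compound for 30 hours at 37 C. After PBS washes, GFP-positive cells (20–120 um objects) were counted by laser-scanning microplate cytometry.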
RECQ1 helicase = inhibitors of human RECQ1 DNA helicase | AID 2549 | Potency, µM (doses to about 57.3 µM), without a hit: at the highest dose activity, negative = inhibition, usual class: inhibitors | 240,000 compounds, 0.54% hits | RECQ1 DNA unwinding, red fluorescence kinetic read;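 note: plate controls were vehicle for no effect and no enzyme for full effect; nearly all actives have a fitted effect of over 30% in size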
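50 nM RECQ1T1 preincubated 15 min with compound in Tris pH 8.0 buffer with MgCl2, DTT, Tween-20 and 2.5 ug/ml poly(dI-dC); started with 200 nM TAMRA/BHQ-2 forked duplex and 2 mM ATP. Unwinding read as fluorescence (525/598 nm), two reads 2 h apart.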
KDM4E inh = blocks human JMJD2E demethylase activity | 230,000 compounds, 1.6% hits | JMJD2E catalytic domain, FDH-coupled NADH fluorescence (FDH is formaldehyde dehydrogenase) | B2RXH2 | AID 2147 | Potency, µM (highest dose often 57.1 µM), for the others: at the top dose activity change, negative = inhibition, most hits filed as inhibitors; active = well fitted inhibition curve with a large enough effect, not every such curve was filed as active; inconclusive = small, poorly fitted or top-dose-only effect, or another doubt; inactive = no such curve, though single readings can be large or run the other way;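 note: 0% = wells with enzyme and -100% = buffer wells without enzyme; nearly all actives have a fitted effect of over 50% in size; many of its hits are not listed in these tables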
Target sequence (B2RXH2 1-337 limits assumed): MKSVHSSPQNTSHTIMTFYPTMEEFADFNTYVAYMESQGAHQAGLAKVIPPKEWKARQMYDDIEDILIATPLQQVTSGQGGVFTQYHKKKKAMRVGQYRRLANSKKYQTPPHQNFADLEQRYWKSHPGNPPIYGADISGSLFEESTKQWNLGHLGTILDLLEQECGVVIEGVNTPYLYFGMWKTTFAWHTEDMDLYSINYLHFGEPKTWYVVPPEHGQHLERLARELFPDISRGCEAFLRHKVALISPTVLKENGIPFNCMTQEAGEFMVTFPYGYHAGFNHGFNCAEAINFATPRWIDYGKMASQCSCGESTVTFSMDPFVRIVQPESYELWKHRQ
Luc counter = Kinase-Glo luciferase inhibition (counter-screen) | Q27757 | Kinase-Glo luciferase, ATP luminescence, 8 min | Potency, µM (highest dose often 38.3 µM), without a hit: at the highest dose activity change, negative = inhibition, most hits filed as inhibitors | 200,000 compounds, 0.28% hits; note: % is set by controls: 0 for no effect and ±100 for the full control effect; nearly all actives have a fitted effect of over 60% in size
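Kinase-Glo luciferase light output from ATP and luciferin was measured with 10 uM ATP, within the enzyme's linear range. Buffer: 50 mM imidazole pH 7.2, 50 mM KCl, 7 mM MgCl2, 0.01% Tween 20, 0.05% BSA; luminescence read after 8 min at ambient temperature.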
SMN2 splice enh = increases expression of the SMN2 splice variant. HEK293 SMN2-luciferase splicing reporter, luminescence, 30-36 h. Potency, µM (top dose mostly 46.1 µM), for the others: at the top dose activity change, positive = activation, hits mostly activators. 210,000 compounds, 2.8% hits. AID 1458; note: % of control where 0% means no effect; nearly all actives have a fitted effect of over 55% in size
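HEK293 cells carry an SMN2 minigene-luciferase reporter in which exon 7 inclusion puts luciferase in frame. Cells were seeded at 2000 cells/well, attached for 10-12 hours, then exposed to compounds for 30-36 hours at 37C before ONE-Glo luminescence.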
NPSR antagonist = blocks cAMP signaling of the human neuropeptide S receptor; Q6W5P4; AID 1461; 220,000 compounds, 1% hits; Potency, µM (doses to about 38.3 µM), for inactives: at the top dose activity change, negative = inhibition, most hits filed as inhibitors; CHO-NPSR cells, cAMP TR-FRET, antagonist mode; note: % is set by controls: 0 for no effect and ±100 for the full control effect; nearly all actives have a fitted effect of over 50% in size; many of its hits are not listed in these tables
IMPase Li cell = membrane-permeable IMPase blocker, potentiated with lithium | CHO-M1 cells, IP1 TR-FRET (IP-One), carbachol + lithium | Potency, µM (top dose mostly 59.4 µM), without a hit: at the top dose activity, negative = IMPase inhibition, hits mostly inhibitors | 210,000 compounds, 0.35% hits;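 note: IP1 builds up when IMPase is blocked and the TR-FRET signal falls; plate controls were basal vehicle for no effect and high inhibitor control for full effect; nearly all actives have a fitted effect of over 50% in size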
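CHO cells stably expressing M1 receptor (2000/well) were cultured 16–30 h, then exposed to compounds with a small lithium addition for 30 min at 37C. IP1 was measured by TR-FRET competition; AC50 from Hill fits.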
* marks the source's active call; other numbers are inactive results; i = inactive; ? = inconclusive; · = no result given; & = joins results of further samples; [ ] = dose if it differs, or a comment. Unless noted, calls come from the whole dose curve; as a rule, active = well fitted curve in the direction sought with a large enough effect; inconclusive = small, poorly fitted or top-dose-only effect, or another doubt; inactive = no such curve, though single readings can be large; an effect the other way counts as inactive or inconclusive. Potency is the fitted concentration of half-maximal effect. A portion of the library; rates above refer to the full screens.

item	Compound	GoLoco inh red	Epigenetic derep	RECQ1 helicase	KDM4E inh	Luc counter	SMN2 splice enh	NPSR antagonist	IMPase Li cell
1	C=CCn1c(C)cc(C2=NNC(=Nc3ccc(C)cc3)SC2)c1C	11%	0.2%	-5%	-6%	0%	21%	-3%	3%
2	COC(=O)c1ccc(C(NC(=O)c2ccco2)[C@]2(C)C[C@H]2C2CCCCC2)cc1 (stereo partly specified)	6%	5.4%	-5%	-20%	-6%	-33%[inhibitor]	·	2%
3	O=C(NCCCN1CCOCC1)c1cccnc1SCc1ccccc1Cl	-2%	-0.3%	-4%	8%	-1%	-22%	27%	6%
4	CCCCn1nnc(NC(=S)NC(=O)c2cccs2)n1	·	0.9%	4%	-5%	·	·	-2%[46.1 µM]	·
5	O=C(COC(=O)CC1CCCC1)Nc1ccc(OC(F)F)cc1	1%	-0.4%	-3%	7%	0%	-4%	17%	0%
6	Cc1cc(-c2nnc(-c3ccccc3)c(-c3ccccc3)n2)c(C)o1	19%	-1.1%	-13%	-3%	-4%	-17%	?	13%[38.3 µM]
7	Cc1cc2ncn(/N=C/c3ccc(-c4ccccc4)o3)c2cc1C	5%	?	i	-29%	-3%	16%	?	4%[38.3 µM]
8	CCOC(=O)C1C(c2cccnc2)NC(=O)NC1(O)C(F)(F)F (stereo unspecified)	2%	-4.8%	i	5%	1%	-2%	14%	3%
9	CCOC(=O)Cc1nnc(NC(=O)CSc2nnc3c4ccccc4n(C(C)C)c3n2)s1	23%	0.0%	-14%	?	2%	-8%	5%[46.1 µM]	?
10	NC1=NC(c2ccccc2Cl)n2c(nc3ccccc32)N1 (stereo unspecified)	-11%	?	-8%	4%	-4%	-4%	-11%[46.1 µM]	-4%[38.3 µM]
11	Cc1ccc(/C=N/NC(=O)c2cccc(S(=O)(=O)Nc3cccc(Cl)c3)c2)o1	2%	1.1%	i	?	1%	14%	-4%	5%
12	O=C1c2ccccc2C(=O)N1CCCCSc1nc2ccccc2c(=O)n1CCCN1CCOCC1	4%	1.1%	i	-5%	4%	-11%	-38%	4%
13	OCCn1nc2c3ccccc3nc-2n(-c2ccccc2)c1=S	-9%	-1.0%	-3%	?	1%	11%	1%[46.1 µM]	2%[38.3 µM]
14	COCCSc1nnc(NC(=O)c2ccc(OC)c([N+](=O)[O-])c2)s1	-4%	-0.1%	-13%	-1%	3%	-4%	-4%	5%
15	CCC(OC(=O)c1cccs1)C(=O)NCc1ccco1 (stereo unspecified)	3%	-4.1%	i	-5%	-2%	1%	-1%[46.1 µM]	27%[38.3 µM]
16	CSCCC(NS(=O)(=O)c1ccc(Cl)cc1)C(=O)OCc1cccc(Cl)c1 (stereo unspecified)	2%	0.9%	-14%	-7%	0%	4%	-33%	10%
17	Cc1nnc2sc(-c3cccc4ccccc34)nn12	3%	-1.0%	-6%	?	-6%	2%	1%[46.1 µM]	-12%[38.3 µM]
18	O=C(CCC(=O)NCCO)NCCO	-3%	2.1%	11%	-5%	5%	13%	10%	-9%
19	CCn1c(O)c(/C=N/NC(=O)c2ccncc2)c(=O)n(CC)c1=S	195%[activator]	1.1%	0%	13%	1%	-5%	-1%	-5%
20	CSc1nnc(-c2ccc(Cl)cc2Cl)o1	14%	0.0%	i	0%	-1%	16%	-3%[46.1 µM]	-13%[38.3 µM]
21	CCN(CC)CCNC(=O)c1cc2c(-c3ccc(Cl)cc3)nn(C)c2s1	66%[activator]	-1.0%	24%	?	15%	-27%	-15%[46.1 µM]	1%[38.3 µM]
22	COC(=O)C1=C(C)N(c2ccc(Cl)cc2)/C(=C/c2cccs2)C1=O	14%	-1.0%	1%	8%	5%	-19%	-16%	2%
23	COCCOC(=O)C1=C(C)NC(=O)NC1c1c(F)cccc1Cl (stereo unspecified)	7%	-7.4%	i	2%	14%	-19%	-3%[46.1 µM]	-4%[38.3 µM]
24	CCOc1cc(/C=N/NC(=O)c2ccncc2)ccc1OS(C)(=O)=O	-2%	-1.3%	0%	-2%	-4%	8%	6%	-5%
25	COc1cccc(CNCC(=O)Nc2ccc(N3CCOCC3)cc2)c1	-9%	0.3%	i	?	-1%	3%	6%	0%
26	CC(NC(=O)Cc1ccccc1F)c1ccc(F)cc1 (stereo unspecified)	2%	0.5%	-16%	2%	-1%	6%	2%	-3%
27	CCCCNC(=O)CCC(=O)NNc1nc2ccccc2c2nc(C)nn12	-17%	-1.1%&-4.3%	2%	2%	0%	?	46%	8%
28	C=CCOc1ccc(CNc2nccs2)cc1OC	5%	-1.0%	-6%	?	3%	1%	4%	3%
29	COc1ccc(-n2c(-c3ccccc3)nc(=S)c3c2CCCC3)cc1	3%	-1.4%	-10%	4%	-4%	-10%	-9%[46.1 µM]	-14%[38.3 µM]
30	Cc1ccc(-c2nc(Nc3ccccc3)n[nH]2)cc1	-10%	-2.1%	-6%	-17%	1%	3.5µM*	-1%[46.1 µM]	25%[38.3 µM]
31	O=C(Nn1cnnc1)C(c1ccccc1)c1ccccc1	-28%	-1.1%	-3%	-4%	-1%	?	-5%[46.1 µM]	4%[38.3 µM]
32	Cc1cc(Nc2ccc(C)c(Br)c2)n2nc(C)nc2n1	4%	1.9%	i	-6%	-1%	2%	-15%[46.1 µM]	3%
33	COc1cccc(CNC(=O)CCC2CCCN(C(=O)c3cc(C4CC4)[nH]n3)C2)c1 (stereo unspecified)	8%	0.0%	i	14%	·	·	5%	5%
34	COc1ccc(-c2cc(CCCC(=O)N3CCN(c4ccc(OC)cc4)CC3)no2)cc1	-2%	0.9%	-8%	8%	-3%	-41%[inhibitor]	-8%[46.1 µM]	12%[38.3 µM]
35	Nc1nc2nc(-c3ccc(F)cc3)cc(C(F)(F)F)n2n1	7%	-0.6%	i	?	0%	9%	-5%	-8%
36	COc1ccc(-n2c(SCC(=O)NNC(=O)c3ccccc3C)nnc2-c2ccncc2)cc1	1%	-1.7%	-10%	-1%	-1%	1%	-9%[46.1 µM]	-5%[38.3 µM]
37	CCN(CC(=O)Nc1sc2c(c1C#N)CCCC2)CC(=O)NC1CCS(=O)(=O)C1 (stereo unspecified)	0%	-1.3%	-3%	-3%	-3%	-3%	-11%	-1%
38	CC(C)CC1C(C#N)=C(N)OC2=C1C(=O)CC(c1ccccc1)C2 (stereo unspecified)	8%	1.0%	-12%	-24%	3%	2%	-40%	11%
39	Cc1cc(C)c(NS(=O)(=O)c2ccc3c(c2)NC(=O)CC(=O)N3)c(C)c1	0%	-1.8%	1%	-22%	-1%	-4%	14%	8%
40	O=C1c2cccc3c(Nc4ccccc4Cl)c([N+](=O)[O-])cc(c23)C(=O)N1CCO	1%	-1.2%	i	-2%	-7%	-53%[inhibitor]	-19%[46.1 µM]	18%[38.3 µM]
41	O=[N+]([O-])/C=C1/CCCCCN1	4%	3.8%	-7%	-5%	-2%	·	-17%	4%
42	O=C(Cc1cccc2ccccc12)NNC(=O)c1cccs1	3%	-0.3%	-4%	4%	-7%	-4%	-1%[46.1 µM]	-8%[38.3 µM]
43	COC(=O)c1ccc(NC(=O)c2ccc(N(C)S(C)(=O)=O)cc2)cc1	-1%	-2.1%	9%	?	3%	·	-16%[46.1 µM]	28%[38.3 µM]
44	COC(=O)/C=C(\C)N=Nc1c(O)[nH]c2ccccc12	36%[activator]	-1.0%	-2%	8%	·	·	-4%	·
45	Cc1ccc(N=CNc2ccc(C)cc2C)c(C)c1	9%	-1.0%	-3%	9%	·	·	9%	·
46	Cc1cc(NC(=O)CCN2C(=O)/C(=C/c3ccccc3Cl)SC2=S)no1	12%	-1.0%	-2%	12%	1%	-7%	-2%	5%
47	COc1ccc(C(=O)/C=C/c2ccc(OC)cc2OC)c(O)c1	3%	-0.7%	-17%	1%	·	·	-4%	8%
48	CCOc1ccccc1NC(=O)N1CCN(S(C)(=O)=O)CC1	0%	-4.9%	i	-3%	6%	·	-7%	3%
49	O=C(Nc1nc2ccccc2s1)c1ccccc1	1%	-1.8%	i	-10%	?	3.5µM*	-18%	-4%
50	COc1ccccc1NS(=O)(=O)c1ccc(C)c(C(=O)NCC2CCCO2)c1 (stereo unspecified)	·	-5.6%	i	2%	·	·	12%[46.1 µM]	·
51	C=CCN1C(=O)C(O)(CC(=O)c2ccc(N)cc2)c2ccccc21 (stereo unspecified)	7%	7.7%	-2%	-4%	0%	2%	-26%[46.1 µM]	-3%[38.3 µM]
52	O=C(O)c1ccc(C2NCC(c3ccccc3Cl)c3c2[nH]c2ccccc32)cc1 (stereo unspecified)	-9%	1.1%	i	?	0%	1%	-5%	2%
53	C/C(=N\NC(=O)Cc1csc(N2CCOCC2)n1)c1ccccc1	7%	-3.5%	i	4%	-1%	-21%	-6%[46.1 µM]	20%[38.3 µM]
54	O=C(N/N=C/C=C/c1ccc2c(c1)OCO2)C(O)c1ccccc1 (stereo unspecified)	8%	-1.0%	-8%	?	·	·	-28%	·
55	CC(C)C(NC(=O)c1ccc2c(c1)OCO2)C(=O)N/N=C/c1cccs1 (stereo unspecified)	6%	8.0%	-1%	-1%	1%	3%	3%	7%
56	Cc1ccc(N(C(=O)CS(=O)CC(=O)Nc2ccc(F)cc2)C(C(=O)NC2CCCCC2)c2ccco2)cc1 (stereo unspecified)	24%	-1.0%	0%	8%	-2%	-11%	5%	-7%
57	COc1ccc(OC)c(-n2nnnc2SCC(=O)Nc2cc(C)ccc2OC)c1	6%	-2.0%	i	-4%	-2%	-27%	-23%[46.1 µM]	1%
